High-throughput results (PubChem)
GLD-1 TGE inh: GLD-1/TGE RNA complex disruptors, primary screen, biochemical, fluorescence polarization; Female germline-specific tumor suppressor gld-1 (Caenorhabditis elegans), Q17339; purified GLD-1 + fluorescein TGE RNA; inhibition, % at 5.96 µM; 320,000 compounds, 0.44% hits;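 active means percent inhibition above a per-plate cutoff, the plate mean of test compounds plus 3 SD, cut at about 30% in these data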;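 further: 0% = DMSO wells with GLD-1 and probe and 100% = wells lacking GLD-1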
Target sequence (Q17339 whole entry, looked up): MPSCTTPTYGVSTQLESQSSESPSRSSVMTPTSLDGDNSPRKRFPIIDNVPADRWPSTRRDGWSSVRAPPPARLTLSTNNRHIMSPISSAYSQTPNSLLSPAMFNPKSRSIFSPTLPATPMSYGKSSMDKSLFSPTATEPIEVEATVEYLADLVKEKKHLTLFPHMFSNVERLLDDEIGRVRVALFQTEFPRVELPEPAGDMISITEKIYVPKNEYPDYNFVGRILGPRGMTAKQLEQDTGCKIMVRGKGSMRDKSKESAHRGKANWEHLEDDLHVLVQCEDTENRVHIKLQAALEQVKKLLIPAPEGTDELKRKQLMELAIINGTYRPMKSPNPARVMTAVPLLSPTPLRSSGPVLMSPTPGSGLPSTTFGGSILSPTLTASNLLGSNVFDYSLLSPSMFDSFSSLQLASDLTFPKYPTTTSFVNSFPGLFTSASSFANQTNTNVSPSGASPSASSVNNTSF
EBNA-1 inhibitor: EBNA-1 DNA-binding inhibitors, primary screen, biochemical, fluorescence polarization; inhibition, % at 14.8 µM; 300,000 compounds, 0.34% hits; AID 1950, 2009; in the data active means inhibition above about 28%
Yeast superoxide: reduction of superoxide in aged yeast, primary screen, HTS. S. cerevisiae aged cells, superoxide DHE fluorescence; stronger effect = lower value. superoxide response (% of plate mean), % at 10 µM. 330,000 compounds, 0.18% hits. AID 2690, 2010;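 active means superoxide response under a set limit, about three screen SD below normal, cut at about 65% in these data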;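 further: yeast aged for seven days with compound at 30 °C before DHE staining; 100% = average MFI of all compound-treated wells on the plate with controls excluded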
BCLXL inh: inhibitors of human Bcl-xL, primary screen, biochemical, fluorescence polarization, HTS; Bcl-2-like protein 1 (Homo sapiens), Q07817; GST-Bcl-xL / FITC-Bim BH3 peptide fluorescence polarization; inhibition, % at 10.9 µM; 320,000 compounds, 0.7% hits;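 active means inhibition above the mean of all tested compounds plus 3 SD, cutoff set per campaign, cut at about 30% in these data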;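 further: 0% = DMSO wells and 100% = unlabeled Bim-BH3 peptide competitor; inhibitors lower millipolarization by displacing the labeled peptide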
Target sequence (Q07817 whole entry, looked up): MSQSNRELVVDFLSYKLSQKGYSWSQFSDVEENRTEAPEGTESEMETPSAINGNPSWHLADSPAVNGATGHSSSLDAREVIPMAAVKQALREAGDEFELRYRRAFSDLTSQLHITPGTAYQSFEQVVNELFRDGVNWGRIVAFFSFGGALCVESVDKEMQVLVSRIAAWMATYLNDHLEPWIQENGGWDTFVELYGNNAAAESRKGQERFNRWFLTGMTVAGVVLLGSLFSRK
MCL1-BIM inh: inhibitors of MCL1 binding to BIM-BH3, primary screen, biochemical, fluorescence polarization. Induced myeloid leukemia cell differentiation protein Mcl-1 (Homo sapiens), Q07820. GST-MCL1 / FITC-Bim-BH3 fluorescence polarization. inhibition, % at 10.9 µM. 320,000 compounds, 0.68% hits. AID 2057, 2009;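 active means inhibition above the mean inhibition of all tested compounds plus 3 SD, set per campaign, cut at about 40% in these data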;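 further: 0% = DMSO wells and 100% = unlabeled Bim-BH3 peptide control; higher means more loss of mP so more displacement of Bim peptide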
Target sequence (Q07820 whole entry, looked up): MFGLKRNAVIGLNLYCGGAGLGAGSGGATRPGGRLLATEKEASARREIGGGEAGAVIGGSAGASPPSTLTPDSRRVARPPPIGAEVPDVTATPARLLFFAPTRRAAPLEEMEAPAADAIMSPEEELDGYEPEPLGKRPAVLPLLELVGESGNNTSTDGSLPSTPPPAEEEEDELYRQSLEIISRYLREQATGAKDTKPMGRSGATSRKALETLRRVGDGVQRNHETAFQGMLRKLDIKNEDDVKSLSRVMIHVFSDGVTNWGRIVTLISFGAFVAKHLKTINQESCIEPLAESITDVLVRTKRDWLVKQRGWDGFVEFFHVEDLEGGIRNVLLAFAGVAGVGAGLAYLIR
MEX-5 binding: MEX-5 zinc finger RNA-binding disruptors – biochemical, C. elegans, fluorescence polarization, MLPCN library, primary screen. activity score (negative = inhibition of binding), % at 10 µM. 300,000 compounds, 0.38% hits. AID 1832, 2009. MEX-5/FITC-TCR2 RNA binding; stronger effect = lower value;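 active means inhibition past about -25% in most replicates, and total fluorescence under double the plate's negative control median, limit read from the data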;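 further: 0% = DMSO and -100% = 5 µM competing unlabeled TCR2 RNA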
ZTA DNA inh: blocks Epstein-Barr virus ZTA, an EBNA-1 counter-screen; AID 2234; 320,000 compounds, 0.15% hits; ZTA-DNA binding, fluorescence polarization; inhibition, % at 11 µM; P03206; in the data active means inhibition above about 33%
Fam108B counter: mouse Fam108B serine hydrolase inhibitors, primary screen, counter-screen for RBBP9 inhibitor project, biochemical, fluorescence polarization; AID 1947, 2009; 300,000 compounds, 0.33% hits; recombinant Fam108B, FP-Rh probe fluorescence polarization; inhibition, % at 9.51 µM;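 active means inhibition above the screen mean inhibition plus 3 SD, computed separately per campaign, cut at about 18% in these data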;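 further: inhibitors lower polarization as less probe binds the enzyme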
Efflux pump mplx: inhibitors of Candida efflux pumps in yeast, primary screen, S. cerevisiae, Nile Red, multiplex; 330,000 compounds, 0.44% hits; S. cerevisiae Candida pump triplex; AID 485275, 2010; inhibition, % at 10 µM;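 active means plate passing quality check with inhibition over a set limit, or well fluorescence over plate mean plus 4 SD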;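 further: Nile Red retained in pooled yeast measured as flow cytometry median fluorescence; 0% = buffer negative control and 100% = Enniatin B positive control; higher means more Nile Red kept so more efflux inhibition; some compounds called inactive have numbers as strong as hits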
Numbers without * were called inactive; . = no result given; & = joins results of further samples.

SMILES	GLD-1 TGE inh	EBNA-1 inhibitor	Yeast superoxide	BCLXL inh	MCL1-BIM inh	MEX-5 binding	ZTA DNA inh	Fam108B counter	Efflux pump mplx
Cc1cccc2c(=O)c(-c3ccc4c(c3)OCO4)c(NC(=O)c3ccco3)oc12	0	-6	104	7	0	-3.4	4	1	0.3
Cc1cc(C)nc(NC(=NCCc2c[nH]c3ccccc23)NC(=O)Nc2ccccc2)n1	9	6	86	-2	-7	1.3	-3	-2	-0.1
O=C(CSc1nc2ccc(Nc3nc(N4CCOCC4)nc(N4CCOCC4)n3)cc2s1)N1CCOCC1	-3	6	95	-2	-3	-3.9	13	0	-0.1
CCCCCc1ccc(-c2ccc(/C=C/C(=O)O)cc2)nc1	7	4	84	7	7	2.7	8	-1	0.3
Cc1c(Cl)cccc1NC(=S)Nn1cnnc1	1	-6	102	10	2	-0.4	-7	1	0.0
NS(=O)(=O)c1cccc(NC(=O)COC(=O)c2ccccc2C(=O)c2ccccc2)c1	0	.	107	-1	-5	.	6	.	0.0
CC1=C(C(=O)OCCC#N)C(c2cc3c(cc2Br)OCO3)NC(=O)N1 (configuration not stated)	-2	-8	104	4	0	-0.3	-8	3	-0.2
CCCCc1nc2cc(C(=O)N(C)CCc3cn[nH]c3)ccc2o1	-2	-7	102	4	4	0.2	-3	-5	0.0
CC1CCC2(CC1)SCC(=O)N2c1ccc(F)cc1 (configuration not stated)	4	9	105	5	5	1.4	-18	5	-0.1
COc1ccc(NC(=O)N2CCCC2C(=O)NCc2ccc(F)cc2)cc1 (configuration not stated)	10	-6	87	2	1	0.1	3	-2	-0.2
COc1cc2[nH]c(=S)n(Cc3ccc(C)o3)c(=O)c2cc1OC	-3	-8	108	-11	-14	-3.6	1	-3	0.5
COc1cccc(NS(=O)(=O)c2ccc3c(c2)N(C(C)=O)CCO3)c1	6	11	112	4	-6	1.0	8	-4	0.0
Cc1sc2ncn(/N=C/c3ccco3)c(=O)c2c1C	4	4	97	0	-5	0.4	17	-2	-0.1
Cc1ccc(NC(=O)C2C3/C=C\CCCCC32)cc1 (configuration not stated)	0	-4	102	6	9	0.6	0	-2	0.0
CCOc1ccc(N2CC(C(=O)NC3CCCCCC3)CC2=O)cc1 (configuration not stated)	1	19	79	2	-2	2.2	-13	4	0.3
CCn1cc(C(=O)O)c(=O)c2cc(S(=O)(=O)N3CCCCCC3)ccc21	1	-2	122	0	-4	2.2	9	4	-0.1
Cc1ccccc1OCCCCCn1ccnc1	5	-3	96	5	11	0.9	3	2	0.0
CC(=O)N1CCSc2ccc(S(=O)(=O)Nc3ccc(C)cc3)cc21	-5	11	112	8	6	1.0	9	6	-0.2
O=C1NC(=S)N/C1=C/c1ccc2c(c1)OCO2	-6	5	95	-3	-1	-18	7	-7	0.0
NC(=O)[C@@H]1CCCNc2c(I)cc([N+](=O)[O-])cc2C(=O)N[C@@H](CCC(=O)O)C(=O)N[C@@H](CO)C(=O)N1	4	4	111	-4	-1	.	0	2	-0.1
COC(=O)c1cc2sccc2n1Cc1nc(-c2ccc(Cl)cc2)oc1C	8	5	104	7	2	-0.3	10	-4	-0.1
C=CCc1c(C)nc(SCC(=C)C)[nH]c1=O	-3	11	105	8	8	-0.1	14	4	-0.1
Cc1nn(-c2ccc(Cl)cc2)c(Cl)c1/C=C(\C#N)C(N)=O	-3	-8	96	3	0	-1.7	10	-2	-0.7
O=C(O)/C=C/c1ccc(S(=O)(=O)Nc2ccc3[nH]c(=O)[nH]c3c2)cc1	5	-4	75	11	15	-11	-1	7	0.0
CN(C)S(=O)(=O)n1cnc([C@H]2c3c(ncn3Cc3ccccc3)C[C@H]3COC(=O)[C@@H]32)c1	3	.	99	5	5	.	16	.	-0.1
COCCNC(=O)CN1CCC(n2c(C)nc3cc(C(F)(F)F)ccc32)CC1	12	-6	116	18	10	-2.1	-10	6	0.0
CCC1=NN2C(=N)/C(=C\c3ccc(OCCOc4ccccc4OC)cc3)C(=O)N=C2S1	3	22	107	7	2	-0.7	-1	-5	0.0
CCN(CC(=O)Nc1c(F)cccc1F)C(=O)CCc1c[nH]c2ccccc12	-4	6	105	-2	-1	1.9	7	0	-0.1
O=C(NCc1cc(C(F)(F)F)ccc1F)C1CCC(=O)N(C2CC2)C1 (configuration not stated)	-7	0	108	2	-5	-0.5	2	0	0.4
CCCCC(=O)Nc1ccc(C(=O)Nc2nnc(COC)s2)cc1	0	4	95	3	3	1.2	-4	-1	0.2
COc1ccc(/C=N/N2C(=O)C3C4C=CC(CC4)C3C2=O)c(OC)c1 (configuration not stated)	-2	-10	101	0	-1	1.4	-13	0	-0.2
Cc1ccc(S(=O)(=O)N2CCOCC2)cc1NC(=O)COC(=O)CSc1ccc(Br)cc1C	-2	-9	111	2	0	-2.6	-6	-2	0.0
O=C(N/N=C/c1ccsc1)C1CC1	-2	-4	93	6	11	-3.1	2	1	-0.1
CCOC(=O)NN1C(=O)c2ccccc2NC1c1ccccn1 (configuration not stated)	-2	8	86	2	0	-0.1	17	-4	-0.1
CC(C)Cn1c(N)c(C(=O)CSc2cc(Cl)ccc2Cl)c(=O)n(C)c1=O	0	7	98	-3	-5	-0.6	-5	-2	-0.4
Cc1ccc(-n2nc3c(=O)n(CC(=O)NCCCc4ccccc4)nc(C)c3c2C)cc1	-3	3	111	-2	-6	-1.1	7	1	0.2
C=CCN(c1ccccc1C(=O)NCC(=O)O)S(=O)(=O)c1ccc(C)cc1	-6	4	104	5	1	0.7	3	-2	0.0
OC(CCc1cccc(Cl)c1)c1cccs1 (configuration not stated)	-4	-3	111	-3	-3	1.0	-12	-5	0.1
N=c1sccn1CC(=O)Nc1ccc(SC(F)F)cc1	4	4	100	9	4	-3.0	5	-2	-0.1
Cc1ccc(SCC(=O)N2CCN(c3ccccn3)CC2)cc1	1	7	92	1	-5	1.1	-8	-1	0.1
O=C(NC12CC3CC(CC(C3)C1)C2)c1ccc(N2CCNCC2)c([N+](=O)[O-])c1	-5	-3	100	3	1	0.1	-9	0	0.0
Cc1cc(C)c(NC(=O)c2cccs2)c(C)c1NC(=O)c1cccs1	3	-9	108	5	7	2.0	-7	-9	-0.1
CCN(CCO)C(=S)Nc1cc(S(=O)(=O)N(C)C)ccc1C	4	-2	105	1	-1	0.5	-9	-1	0.1
Nc1ccn([C@H]2C[C@H](O)[C@@H](CO)O2)c(=O)n1	0&-1	1&8	97&111	3&5	3&-4	-4.0&0.5	-22&-1	-5&-2	-0.1&-0.2
O=C(NC1CCCC1)C1CC(c2ccc(F)cc2)=NO1 (configuration not stated)	5	-5	111	-3	-10	-3.2	-17	-2	0.2
COc1ccc(C(CC(=O)N2CCCC2)c2c(OC)cc(OC)c3c(-c4ccccc4)cc(=O)oc23)cc1 (configuration not stated)	-5	5	104	4	43*	4.0	-5	-3	-0.2
O=C1C(C=Nc2ccccc2O)=C(O)c2ccccc21	5	6	106	8	6	-0.3	-11	8	0.0
O=C(c1cc([N+](=O)[O-])ccc1Cl)N1c2ccccc2Sc2ccccc21	9	3	91	9	9	2.9	4	4	-0.3
O=C(COC(=O)Cn1nnc2ccccc21)Nc1ccccc1Br	1	0	107	3	-1	0.9	-2	0	-0.2
Cc1cc(NC(=O)CCCN2C(=O)/C(=C/c3cccs3)SC2=S)no1	8	-5	101	6	10	.	-3	2	0.1
The list goes on.
SMILES	GLD-1 TGE inh	EBNA-1 inhibitor	Yeast superoxide	BCLXL inh	MCL1-BIM inh	MEX-5 binding	ZTA DNA inh	Fam108B counter	Efflux pump mplx
Cc1ccc(-c2ccc(/C=N\n3cnnc3)o2)c(Br)c1	6	1	102	4	6	0.8	0	-1	0.0
O=C(NCn1ccc(=O)[nH]c1=S)c1ccccc1	-2	-1	101	-1	4	1.8	4	1	0.0
O=C(Cc1ccccc1)Nc1ccc(N2CCCCC2)cc1	-7	-5	103	3	17	-0.4	-13	4	-0.1
Cc1nc(-c2ccccc2)nc2[nH]c(=O)n(-c3ccccc3)c(=O)c12	2	2	106	3	9	-0.8	14	0	0.0
CSCCC(NC(=O)c1ccco1)C(=O)OC(C)C(=O)NC(=O)NC1CCCCC1 (configuration not stated)	5	-9	90	9	2	1.1	-11	-1	0.1
Cc1nc2c(sc(=S)n2Cc2ccco2)c(=O)n1CC(=O)Nc1ccccc1Cl	2	11	81	5	0	0.7	-13	-25	-0.1
O=C(CSc1ccc(F)cc1)N1CCOCC1	2	9	96	4	10	2.3	-2	3	0.0
Cn1cccc1/C=C1\Cc2ccccc2C1=O	-59	-1	100	-19	-27	-2.7	-10	6	-0.1
COc1cccc(C2NC(=O)NC(C)=C2C(=O)OCCSC)c1OC (configuration not stated)	-6	-3	113	5	6	4.7	-5	7	0.1
CCn1cc(C(=O)N2CCc3ccccc32)c(=O)c2cc(S(=O)(=O)N(C)C3CCCCC3)ccc21	3	4	103	5	31	-6.6	-7	7	0.9
Cc1ccccc1C(=O)Nc1cccc(NC(=O)c2ncn[nH]2)c1	8	3	87	5	8	3.7	-14	0	0.3
Cc1ccccc1NS(=O)(=O)c1ccc(C(=O)NCCCN2CCOCC2)cc1	3	-3	92	1	2	0.3	15	2	0.0
Cc1c(NC(=O)C(C)OC(=O)CNC(=O)c2ccc(C(C)(C)C)cc2)c(=O)n(-c2ccccc2)n1C (configuration not stated)	7	4	108	-3	-13	0.0	10	-5	-0.1
O=C(c1c(F)cccc1F)N1CCN(CCOc2ccccc2)CC1	-6	7	103	5	5	0.4	10	5	0.1
CC1CC(C)CN(CCCNC(=O)C2CCC(=O)N2C2CCCC2)C1 (configuration not stated)	10	8	87	8	11	0.8	0	-3	-0.2
CC(C)CC1CC(=O)OC1(C)C(=O)CSc1nc2ccccc2s1 (configuration not stated)	7	-4	102	5	8	-0.3	2	6	0.1
CC(=O)Nc1ccc(S(=O)(=O)NCC(=O)OCC(=O)N2CCN(c3ccccc3)CC2)cc1	1	-8	102	-3	-28	0.8	-6	1	0.1
CCOc1ccccc1OCCCC(=O)NC1=NCCS1	-8	2	101	4	4	1.9	8	0	0.2
CC(=O)Nc1nc(-c2cccc3ccccc23)cs1	7	1	105	6	7	2.8	2	-4	0.3
CC1C(=O)CCN(C(C)(C)C)C1C (configuration not stated)	7	4	92	5	4	1.2	7	-2	0.0
COc1ccc(CNS(=O)(=O)c2ccc(-c3ccc(=O)[nH]n3)o2)cc1	-11	-5	103	3	7	-0.2	6	0	-0.2
COc1ccc(S(=O)(=O)NCC2CCC(C(=O)NCC(OC)OC)CC2)cc1 (configuration not stated)	3	7	99	0	0	-2.7	3	0	-0.1
O=C(/C=C/c1ccco1)Nc1ccc2c(c1)OCCO2	9	11	102	-7	5	.	-12	1	0.0
CC(=O)N(C)c1ccc(NC(=O)c2ccco2)cc1	-5	9	84	5	-1	0.9	5	-3	0.0

Rows were taken by chance; any-hit rate near 2.3%.
